# Assay outcomes from PubChem BioAssay.
# Mtb BioA inh = M. tuberculosis BioA enzyme inhibitors, primary screen, biochemical, plate reader, single point, HTS. 7,8-diaminopelargonic acid synthase BioA (Mycobacterium tuberculosis). purified M. tuberculosis BioA enzyme. inhibition, % at 9.99 µM. 360,000 tested, 0.096% active; in the data active means inhibition above about 40%
# * marks the source's active call; other numbers are inactive results.
SMILES,Mtb BioA inh
COc1ccc(NC(=O)Nc2cccc3c2O[C@H](CN(C)S(=O)(=O)c2ccc(C)cc2)[C@@H](C)CN([C@H](C)CO)C3=O)cc1,-3.3
O=C(NC1CCC1)[C@@H]1[C@@H](CO)[C@@H]2Cn3c(ccc(-c4ccc(F)cc4)c3=O)[C@H]1N2,2.7
C[C@H]1CN([C@@H](C)CO)C(=O)c2cc(-c3ccccc3F)cnc2O[C@@H]1CN(C)Cc1cccc(F)c1,6.1
CO[C@H](CN(C)C(=O)Nc1ccc(Cl)cc1)[C@H](C)CN(Cc1ccccc1Cl)[C@@H](C)CO,0.0
C[C@@H]1CN([C@H](C)CO)C(=O)Cc2cc(NC(=O)C3CC3)ccc2O[C@@H]1CN(C)C(=O)Nc1ccccc1,-2.1
C[C@H](CO)N1C[C@H](C)[C@@H](CN(C)C(=O)NC2CCCC2)Oc2ncc(-c3ccc(F)cc3)cc2C1=O,1.7
C[C@H](CO)N1C[C@H](C)[C@@H](CN(C)Cc2ccc(C(=O)O)cc2)Oc2ccc(NC(=O)CCCN(C)C)cc2C1=O,-2.2
Cc1ccc(S(=O)(=O)N[C@@H]2CC[C@@H](CCn3cc(-c4ccccc4F)nn3)O[C@@H]2CO)cc1,-0.3
CC(=O)N1CCCCN2[C@H](CO)[C@H](c3ccc(C#Cc4ccccc4F)cc3)[C@H]2C1,-1.9
CC(=O)N1[C@H](CO)[C@@H](c2ccc(-c3ccccc3)cc2)[C@@H]1CNC(=O)C1CC1,-3.3
COc1ccc(NC(=O)N(C)C[C@H]2OCCCC[C@H](C)Oc3ccc(NC(=O)CCCN(C)C)cc3C(=O)N([C@@H](C)CO)C[C@H]2C)cc1,0.2
COCC(=O)N1[C@H](CO)[C@@H]2c3ccccc3N(C(=O)c3ccccc3)C[C@@H]21,1.5
COc1ccccc1-c1cn(CC[C@H]2CC[C@H](NC(=O)C3CC3)[C@@H](CO)O2)nn1,0.4
Cc1cc(C(=O)Nc2cccc3c2O[C@@H](CN(C)Cc2ccncc2)[C@H](C)CN([C@H](C)CO)C3=O)n(C)n1,-4.3
O=C(Cc1ccncc1)NCC[C@@H]1CC[C@H](NC(=O)C2CCOCC2)[C@@H](CO)O1,-0.7
CCCN(C)C[C@@H]1OCCCC[C@@H](C)Oc2ccc(NS(=O)(=O)c3c(C)noc3C)cc2C(=O)N([C@@H](C)CO)C[C@@H]1C,-0.4
COc1ccccc1-c1ccc2c(c1)[C@H]1[C@H](CCN1S(=O)(=O)c1cccc(F)c1)[C@@H](CO)N2,0.9
COc1ccc(NC(=O)N(C)C[C@@H]2OCCCC[C@H](C)Oc3ccc(NC(=O)Nc4cccc5ccccc45)cc3C(=O)N([C@@H](C)CO)C[C@H]2C)cc1,-4.2
CN(C)C(=O)C[C@H]1C[C@@H]2c3cc(NC(=O)Nc4ccccc4F)ccc3O[C@@H]2[C@@H](CO)O1,2.1
Cc1ccc(S(=O)(=O)N(C)C[C@H]2Oc3c(NC(=O)Nc4ccc5c(c4)OCO5)cccc3C(=O)N([C@H](C)CO)C[C@H]2C)cc1,-3.7

# Six compounds out of the list, arranged by length of the SMILES, descending.
SMILES,Mtb BioA inh
COc1ccc(NC(=O)N(C)C[C@@H]2OCCCC[C@H](C)Oc3ccc(NC(=O)Nc4cccc5ccccc45)cc3C(=O)N([C@@H](C)CO)C[C@H]2C)cc1,-4.2
COc1ccc(NC(=O)N(C)C[C@H]2OCCCC[C@H](C)Oc3ccc(NC(=O)CCCN(C)C)cc3C(=O)N([C@@H](C)CO)C[C@H]2C)cc1,0.2
CCCN(C)C[C@@H]1OCCCC[C@@H](C)Oc2ccc(NS(=O)(=O)c3c(C)noc3C)cc2C(=O)N([C@@H](C)CO)C[C@@H]1C,-0.4
COc1ccccc1-c1ccc2c(c1)[C@H]1[C@H](CCN1S(=O)(=O)c1cccc(F)c1)[C@@H](CO)N2,0.9
COc1ccccc1-c1cn(CC[C@H]2CC[C@H](NC(=O)C3CC3)[C@@H](CO)O2)nn1,0.4
O=C(Cc1ccncc1)NCC[C@@H]1CC[C@H](NC(=O)C2CCOCC2)[C@@H](CO)O1,-0.7

# (more compounds)
SMILES,Mtb BioA inh
O=C(C1CCCCC1)N1CC[C@@H]2[C@H]1c1cc(Br)ccc1N[C@@H]2CO,21.5
CO[C@@H]1CN(C)C(=O)c2ccc(NC(=O)C3CCCCC3)cc2OC[C@@H](C)N(C(=O)Nc2ccc(C(F)(F)F)cc2)C[C@H]1C,-0.4
COc1ccc(S(=O)(=O)N(C)C[C@H]2Oc3ccc(NS(=O)(=O)c4ccc(C)cc4)cc3CC(=O)N([C@H](C)CO)C[C@H]2C)cc1,-6.0
C[C@@H]1CN([C@H](C)CO)S(=O)(=O)c2ccc(C3=CCCC3)cc2O[C@H]1CN(C)C(=O)c1ccncc1,-1.6
O=C(C[C@@H]1CC[C@H](NC(=O)c2ccncc2)[C@@H](CO)O1)NCC1CCCCC1,1.3
C[C@@H]1CN([C@@H](C)CO)S(=O)(=O)c2ccc(Br)cc2O[C@H]1CN(C)CC1CCCC1,12.4
C[C@@H]1CN([C@H](C)CO)C(=O)Cc2cc(NC(=O)c3ccncc3)ccc2O[C@@H]1CN(C)S(C)(=O)=O,-3.1
COC(=O)[C@H]1[C@H](CO)[C@H]2Cn3c(ccc(-c4ccncc4)c3=O)[C@@H]1N2S(=O)(=O)c1ccccc1F,-0.5
COc1ccccc1S(=O)(=O)N[C@H]1C=C[C@H](CC(=O)N2CCOCC2)O[C@H]1CO,-4.4
Cc1noc(C)c1NC(=O)Nc1ccc2c(c1)CC(=O)N([C@@H](C)CO)C[C@H](C)[C@H](CN(C)Cc1ccc(C(=O)O)cc1)O2,0.8
CNC[C@H]1Oc2ccc(N)cc2C(=O)N([C@H](C)CO)C[C@@H]1C,-1.3
COc1ccc(S(=O)(=O)N(C)C[C@H]2Oc3c(NC(=O)Nc4cccc5ccccc45)cccc3C(=O)N([C@@H](C)CO)C[C@@H]2C)cc1,-0.9
CO[C@H]1CN(C)C(=O)c2cc(NC(=O)C3CCOCC3)ccc2OC[C@@H](C)N(Cc2nccs2)C[C@@H]1C,0.9
C[C@@H]1CN([C@H](C)CO)C(=O)c2cc(NC(=O)C3CCCCC3)ccc2O[C@@H](C)CCCCO[C@@H]1CN(C)Cc1ccncc1,1.5
COCCNC(=O)C[C@@H]1C=C[C@@H](NS(=O)(=O)c2ccc(C)cc2)[C@@H](CO)O1,-2.7
CNC[C@@H]1Oc2ccc(NS(=O)(=O)c3ccc(C)cc3)cc2C(=O)N([C@H](C)CO)C[C@H]1C,-4.9
CNC[C@H]1OCCCC[C@@H](C)Oc2ccc(NC(=O)Cc3ccccc3)cc2C(=O)N([C@@H](C)CO)C[C@H]1C,-1.3
C[C@@H]1CCCCO[C@@H](CN(C)S(C)(=O)=O)[C@@H](C)CN([C@H](C)CO)C(=O)c2cc(NC(=O)Nc3cccc4ccccc34)ccc2O1,0.6
COc1ccccc1-c1cnc2c(c1)C(=O)N([C@@H](C)CO)C[C@@H](C)[C@@H](CN(C)CC1CCOCC1)O2,-2.3
Cn1cnc(S(=O)(=O)N2C[C@@H](O)COC[C@@H]3O[C@@H](CC(=O)NC4Cc5ccccc5C4)CC[C@H]32)c1,0.3
CC(C)NC(=O)Nc1cccc2c1O[C@@H](CN(C)Cc1ccc(Cl)c(Cl)c1)[C@@H](C)CN([C@H](C)CO)C2=O,1.1
CCCNC(=O)C[C@@H]1CC[C@H]2[C@@H](COc3ccc(NC(=O)CC)cc3C(=O)N2C)O1,1.0
CO[C@@H]1CN(C)C(=O)c2ccc(NS(C)(=O)=O)cc2OC[C@@H](C)N(Cc2cncnc2)C[C@H]1C,-1.3
C[C@@H]1CN([C@@H](C)CO)C(=O)CCCn2nncc2CO[C@@H]1CN(C)Cc1ccc(O)cc1,0.4
COc1ccc(S(=O)(=O)Nc2ccc3c(c2)C(=O)N([C@H](C)CO)C[C@@H](C)[C@@H](CN(C)S(C)(=O)=O)OCCCC[C@H](C)O3)cc1,-1.1
Cc1ccc(S(=O)(=O)N(C)C[C@H]2Oc3c(NC(=O)Nc4ccc(F)cc4)cccc3C(=O)N([C@@H](C)CO)C[C@@H]2C)cc1,0.8
CCCN1C[C@@H](C)[C@H](OC)CN(C)C(=O)c2ccc(NC(=O)C3CCC3)cc2OC[C@@H]1C,-0.2
CCCC(=O)Nc1ccc2c(c1)C(=O)N(C)C[C@H](OC)[C@H](C)CN(C(=O)C1CCCC1)[C@H](C)CO2,0.6
C[C@@H]1CN([C@H](C)CO)S(=O)(=O)c2ccc(-c3ccncc3)cc2O[C@H]1CN(C)C(=O)CN(C)C,-4.8
C[C@@H]1CN([C@@H](C)CO)C(=O)c2cc(NC(=O)Nc3cccc4ccccc34)ccc2O[C@@H]1CN(C)C(=O)Nc1ccc(F)cc1,-2.6
CO[C@H]1CC[C@H]2CCN(C)C(=O)CCCN(C)C(=O)c3cccc(C#N)c3OC[C@@H]1O2,-1.4
C[C@@H]1CN([C@H](C)CO)C(=O)c2cc(C#CCN(C)C)cnc2O[C@H]1CN(C)C(=O)c1cnccn1,7.1
CC(C)C#Cc1ccc2c(c1)O[C@H](CN(C)Cc1ccccc1)[C@@H](C)CN([C@@H](C)CO)S2(=O)=O,1.3
C[C@@H]1CN([C@@H](C)CO)C(=O)c2cccc(NC(=O)Nc3ccc(C(F)(F)F)cc3)c2O[C@@H]1CN(C)Cc1ccccc1,-2.3
COC(=O)[C@]1(Cc2ccccc2CN=[N+]=[N-])N=C(c2ccc(OCCCO)cc2)O[C@@H]1c1ccccc1,-0.6
O=C(C[C@@H]1CC[C@H]2NC[C@H](O)COC[C@@H]2O1)NCCc1ccncc1,-1.0
Cc1nn(C)cc1NC(=O)C[C@@H]1CC[C@H]2[C@H](COc3ccc(NC(=O)NC(C)C)cc3C(=O)N2C)O1,4.4
C[C@H]1CN([C@@H](C)CO)C(=O)c2cc(NS(=O)(=O)c3ccc(Cl)cc3)ccc2O[C@@H]1CN(C)S(=O)(=O)c1cccs1,0.2
C[C@@H]1CN([C@H](C)CO)C(=O)c2cc(NS(=O)(=O)c3ccc(F)cc3)ccc2O[C@@H]1CN(C)S(=O)(=O)c1cccs1,-2.4
Cc1ccc(S[C@]2(C(=O)NCC(F)(F)F)CC(=O)N(C3CCCCC3)[C@@H]2c2ccc(CO)cc2I)cc1,-0.1

# Structural class: those above with bromine (two)
SMILES,Mtb BioA inh
O=C(C1CCCCC1)N1CC[C@@H]2[C@H]1c1cc(Br)ccc1N[C@@H]2CO,21.5
C[C@@H]1CN([C@@H](C)CO)S(=O)(=O)c2ccc(Br)cc2O[C@H]1CN(C)CC1CCCC1,12.4

# (cont.)
SMILES,Mtb BioA inh
C[C@H](CO)N1C[C@H](C)[C@@H](CN(C)C(=O)Nc2ccc(F)cc2)Oc2ccc(NC(=O)Cc3ccccc3)cc2CC1=O,-2.0
CCCC#Cc1cnc2c(c1)C(=O)N([C@H](C)CO)C[C@H](C)[C@H](CN(C)S(C)(=O)=O)O2,-0.8
C[C@@H]1CN([C@@H](C)CO)C(=O)c2cc(C3=CCCCC3)cnc2O[C@@H]1CN(C)C(=O)NC1CCCC1,-3.0
C[C@@H]1CN([C@H](C)CO)C(=O)c2cccc(NS(C)(=O)=O)c2O[C@H]1CN(C)Cc1ccccc1,-1.6
COc1ccccc1S(=O)(=O)N[C@H]1CC[C@H](CCNC(=O)C2CCCC2)O[C@H]1CO,-4.5
COc1ccccc1C#Cc1ccc2c(c1)O[C@H](CN(C)Cc1cccnc1)[C@@H](C)CN([C@H](C)CO)S2(=O)=O,1.4
CCCNC(=O)Nc1ccc2c(c1)OC[C@H](C)N(C(=O)C1CCOCC1)C[C@H](C)[C@@H](OC)CN(C)C2=O,0.7
CN(C)CC(=O)Nc1ccc2c(c1)[C@@H]1C[C@@H](CC(=O)NCc3ccncc3)O[C@H](CO)[C@@H]1O2,-1.0
C[C@H]1CN([C@@H](C)CO)S(=O)(=O)c2ccc(C#CCN(C)C)cc2O[C@H]1CN(C)C(=O)C1CCC1,-1.7
O=C(C[C@H]1CC[C@H]2[C@@H](COC[C@@H](O)CN2C(=O)Nc2ccc(F)cc2)O1)NCCCN1CCOCC1,-2.4
CO[C@@H]1CN(C)C(=O)c2cc(NC(=O)c3cc(C)on3)ccc2OC[C@@H](C)N(C(C)=O)C[C@@H]1C,3.2
CC(=O)N(C)C[C@@H]1Oc2cc(C#Cc3cccc(F)c3)ccc2S(=O)(=O)N([C@@H](C)CO)C[C@H]1C,4.3
C[C@H](CO)N1C[C@H](C)[C@H](CN(C)CC2CCCCC2)Oc2c(NS(=O)(=O)c3ccc(F)cc3)cccc2C1=O,-1.4
O=C(Nc1ccc2c(c1)[C@H]1C[C@H](CC(=O)N3CCOCC3)O[C@@H](CO)[C@H]1O2)C1CCOCC1,-0.1
O=C(C[C@H]1C[C@H]2c3cc(NS(=O)(=O)c4ccc(F)cc4)ccc3O[C@H]2[C@@H](CO)O1)NCc1ccncc1,0.7
COc1ccc(CN(C)C[C@@H]2Oc3ccc(NS(=O)(=O)c4ccc(Cl)cc4)cc3CC(=O)N([C@H](C)CO)C[C@@H]2C)cc1,1.1
C[C@@H]1CN([C@@H](C)CO)C(=O)c2cc(NS(=O)(=O)c3cn(C)cn3)ccc2O[C@H]1CN(C)CC1CC1,-1.8
Cc1ccc(S(=O)(=O)N(C)C[C@@H]2Oc3ncc(C#Cc4ccc(F)cc4)cc3C(=O)N([C@H](C)CO)C[C@@H]2C)cc1,-1.2
O=C(N[C@@H]1CC[C@H](CCNS(=O)(=O)c2ccc(F)cc2)O[C@H]1CO)c1cccc(F)c1,8.9
COc1cccc(S(=O)(=O)N2CC[C@@H]3[C@@H](CO)Nc4ccc(C#Cc5ccccc5)cc4[C@@H]32)c1,-2.5
C[C@@H]1CN([C@H](C)CO)C(=O)CCCn2nncc2CO[C@H]1CN(C)Cc1ccc(C(=O)Nc2ccccc2N)cc1,-0.9
CO[C@H]1CN(C)C(=O)c2cc(NS(=O)(=O)CC(F)(F)F)ccc2OC[C@H](C)N(Cc2nccs2)C[C@@H]1C,-1.3

# Not all compounds are listed (hit frequency here may not be typical).
